Assay outcomes (PubChem BioAssay)
hcGAS inh – blocks human cGAS activity; AID 1259398; actives 0.081% (n = 290,000); recombinant h-cGAS, ATP depletion, Kinase-Glo luminescence; inhibition, % at 12.5 µM; in the data active means inhibition above about 40%;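 further: 0% = vehicle reaction and 100% = reaction without DNA for no activity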
Target sequence (Q8N884 whole entry, looked up): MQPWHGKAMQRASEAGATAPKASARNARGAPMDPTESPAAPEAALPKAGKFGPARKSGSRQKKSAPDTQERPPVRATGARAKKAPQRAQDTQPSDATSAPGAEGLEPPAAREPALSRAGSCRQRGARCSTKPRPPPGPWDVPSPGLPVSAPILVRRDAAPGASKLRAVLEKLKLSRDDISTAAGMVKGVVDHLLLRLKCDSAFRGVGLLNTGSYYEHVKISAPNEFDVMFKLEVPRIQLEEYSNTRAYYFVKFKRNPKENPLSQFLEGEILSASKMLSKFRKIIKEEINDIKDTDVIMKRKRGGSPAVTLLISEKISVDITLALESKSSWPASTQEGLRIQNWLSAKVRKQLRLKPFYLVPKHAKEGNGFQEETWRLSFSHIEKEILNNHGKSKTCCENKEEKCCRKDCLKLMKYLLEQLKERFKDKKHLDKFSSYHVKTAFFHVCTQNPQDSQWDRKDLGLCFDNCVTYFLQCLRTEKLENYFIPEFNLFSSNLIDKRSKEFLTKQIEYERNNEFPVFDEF
Numbers without * were called inactive. An excerpt (hit frequency here may not be typical).

molecule	hcGAS inh
Cc1ccc(CN2CCC(N3CCC(C(=O)N4CCCC4)CC3)CC2)cc1C	-5
CC1CCN(Cc2nnnn2CCCC(=O)NC2CCCCCC2)CC1	-6
Nc1cnc(-c2ccc(F)cc2Cl)cn1	-1
COc1cc(C(=O)Nc2ncc(C)s2)cc2c1OCCO2	0
COc1ccc(CC2(CO)CCN(C3CCSCC3)CC2)cc1	-4
CCN(CC)CCCN1C(=Nc2cccnc2)SCC1(O)c1cccs1 (stereo not drawn)	-5
CCCc1nc(C)c(CNC2CC(C)(C)NC(C)(C)C2)s1	-4
N#Cc1cccc(NC(=O)CNc2cccc(Br)c2)c1	2
CCSc1cn[nH]c(=O)c1SCC	-4
COc1ccc(CCC(=O)N2CCC(CO)(Cc3ccc(Cl)cc3)CC2)cc1	-7
Cc1cnccc1N1CCCN(c2nc(CCN)nc3ccccc23)CC1	-3
Cc1noc(C(C)NC(=O)c2cc(-c3ccncc3)nc3ccccc23)n1 (stereo not drawn)	-4
CCN(Cc1ccncc1)Cn1nc(C2COc3ccccc3O2)oc1=S (stereo not drawn)	-2
C=CCN(CC(=O)Nc1ccc(C#N)cc1)S(=O)(=O)c1ccc(Cl)cc1	-7
CC(=O)Nc1ccc(Cl)c(C(=O)N(C)Cc2ccsc2)c1	-4
CC(c1cccc(-c2nccc(C(F)(F)F)n2)c1)N1CCCC1 (stereo not drawn)	2
Cn1cc([C@@H]2C[C@H]3CN(c4ccccc4)C(=O)[C@]34CCCN24)c(-c2ccccc2)n1	-5
O=c1[nH]c(-c2cccnc2)nc2c1CCN(S(=O)(=O)N1CCCC1)C2	-3
O=C(Nc1cccc(-c2ccco2)c1)C1CCN(C(=O)c2ccoc2)CC1	-1
CN(CCc1ccccn1)C(=O)c1cc(=O)[nH]c2cc(F)ccc12	0

(cont.)
molecule	hcGAS inh
O=c1c2c3c(sc2ncn1CCc1nc2c(s1)CCC2)CNCC3	-6
CCN[C@@H]1C[C@H](N)[C@@H](O[C@H]2OC(CN)=CC[C@H]2N)[C@H](O)[C@H]1OC1OC[C@](C)(O)[C@H](NC)[C@H]1O (stereo partly drawn)	-5
CCCc1cnc(-c2ccc(OC)nc2)nc1	-8
Cc1ccc2oc(-c3nccn3CCCN3CCCC3=O)c(C)c2c1	-4
Cc1nc(N2CCCC(CO)(Cc3ccc(F)cc3)C2)c2ccsc2n1 (stereo not drawn)	-5
CCOc1c(Cl)cc(CNC(C)(C)C)cc1Cl	-4
CCc1csc(CNC(=O)C2CC(=O)N(CC(C)C)C2)n1 (stereo not drawn)	-3
Cc1cccc(NC(=O)CCC2CCN(C(=O)CCOc3ccccc3)CC2)c1	-6
CNC(=O)c1ccc(S(=O)(=O)Nc2c(C)cc(C)cc2C)cc1	-16
Cc1ccc(NC(=O)CNC2CCS(=O)(=O)C2)cc1C (stereo not drawn)	-4
CCC(C(=O)Nc1ccc(NC(=O)c2ccc(C)o2)cc1)n1cccn1 (stereo not drawn)	-6
Cn1c(=O)n(CCC(=O)Nc2cc(Cl)cc(Cl)c2)c2ccccc21	-5
CC(=O)c1c(O)c2cccc3c2n(c1=O)C(C)CC3 (stereo not drawn)	-3
COc1cc(OC)nc(NC(=O)COC(=O)C2CCCCC2)n1	-11
Cc1c(N(C(=O)Nc2ccccc2)C2=NCC(C)S2)c(=O)n(-c2ccccc2)n1C (stereo not drawn)	-7
Cc1ccc(NC(=O)CN(CCO)S(=O)(=O)c2ccc(Cl)cc2)c(C)c1	-1
CCN(Cc1ccccc1)C(=O)CCN1CC=CCC1	-3
O=C(O)CC1C(=O)NCCN1Cc1ccccn1 (stereo not drawn)	-7
Cc1nccn1-c1ccc(Cn2ccnc2-c2ccc(S(C)(=O)=O)cc2)cc1	-5
Cc1ncsc1CN(Cc1ccccc1)C(=O)c1ncc[nH]1	-6

New compounds follow.
molecule	hcGAS inh
CCOC(=O)N1CCC(N2C[C@H](N(C)C)C[C@H]2C(=O)OC)CC1	-5
O=C1COc2ccc(S(=O)(=O)N3CCN(c4ccccc4)CC3)c3c2N1CCC3	6
O=C(CC1NC(=O)c2ccccc21)NCCC1=CCCCC1 (stereo not drawn)	3
O=C(O)CC1C(=O)NCCN1C/C=C/c1ccccc1 (stereo not drawn)	-10
Cc1[nH]cnc1CN(Cc1cccc(Cl)c1)C1CC1	-3
Cc1nccn1-c1ccc(CNC(=O)CCC(=O)NC2CCCC2)cc1	-6
O=C(c1cc(COc2ccc(F)cc2F)on1)N1CCCC1c1ccc(F)cc1 (stereo not drawn)	-3
Cn1ncc2c(=O)n(CC(=O)Nc3cc(Cl)ccc3F)nnc21	-1
Cc1cc(C)cc(NC(=O)CCNS(=O)(=O)c2cccnc2Cl)c1	-11
CCOC(=O)N1CCC(C(=O)Nc2ccc(F)c(F)c2)CC1	-5
O=C(CCN1CCCCO1)Nc1cccc(NC(=O)Cc2ccccc2)c1	-8
Cc1cccc2c(=O)[nH]c(/C(Cl)=C/c3ccccc3)nc12	-5
COCC(NCC(=O)Nc1ccc(Cl)c(C)c1)c1ccnn1C (stereo not drawn)	-2
c1ccc(-c2ccccc2OCc2nnc3n2CCC3)cc1	-13
COc1nc(Cl)cn(-c2ccc(C)cc2)c1=O	6
O=C(Nc1ccc2c(c1)CN(C1CCOCC1)CC2)C1(c2ccccc2)CC1	-5
CC(c1nccs1)N(C)C(=O)CCSc1ccc2c(c1)OCCO2 (stereo not drawn)	-1
CC(=O)NC(C(C)(C)C)P(=O)(c1ccccc1)c1ccccc1 (stereo not drawn)	-7
CCOc1ccc(CNCCCn2ccnc2)cc1OC	1
Cc1nnc2n1NC/C(=C\c1ccccc1)S2	1

Remaining list, next part.
molecule	hcGAS inh
CC(Oc1ccccc1)C(=O)N=Nc1c(O)[nH]c2ccc(Br)cc12 (stereo not drawn)	0
O=c1cc(CSc2ccccc2)[nH]c(=O)[nH]1	-5
C=CC[C@@H]1CC=C[C@@H](CC=C)N1C(=O)c1ccc2nc[nH]c2c1	-5
CC(C)(O)C1CCN(C(=O)c2cc(COc3ccccc3F)[nH]n2)CC1	-6
CCN(C(C)=O)c1nc(COC(=O)c2ccc3c(c2)OCCO3)cs1	-12
Cc1ccc(C(=O)N(C/C=C/c2ccccc2)CCO)c(F)c1F	-5
O=C(CCOc1ccccc1)Nc1ccnn1C1CCN(C(=O)C2CCCO2)CC1 (stereo not drawn)	-2
O=C(CSc1nc(C2CCCCC2)n(-c2ccccc2)n1)NCC1CCCO1 (stereo not drawn)	-15
COc1ccc2c(c1)CC(NCCc1csc(-c3cccnc3)n1)CC2 (stereo not drawn)	-1
CN(CCNC(=O)N1CC2C3CCC(O3)C2C1)c1ccccc1 (stereo not drawn)	-5
Cc1ccsc1C(CNC(=O)c1ccc(-n2cnnc2)cc1)N(C)C (stereo not drawn)	2
COc1ccc(COc2ccccc2NC(C)=O)cc1Br	-10
O=C(NCc1cccnc1)c1cccc(OC2CCN(C(=O)c3ccoc3)CC2)c1	-4
CCN(Cc1nc(C)no1)C(=O)c1ccc(CNc2ccc(C)cc2)cc1	-5
CCN1C(=O)c2ccccc2N2C(=O)CCC12C(=O)N(C)Cc1ccc(Cl)cc1Cl (stereo not drawn)	-6
Cc1nsc(NC(=O)NC2(CN3CCOCC3)CCCCC2)n1	-7
CO/C(NC(C)=O)=C1/NC(=O)c2ccccc2NC1c1ccccc1 (stereo not drawn)	-5
CCOC(=O)c1cccnc1N1CCC(O)(c2ccc(C)cn2)CC1	-6
Cc1c(C(C)NC(=O)CCN2CCCO2)cnn1-c1ccccn1 (stereo not drawn)	-5
CC(C)C1CN(C(=O)c2cccnn2)CCCN1CC1CC1 (stereo not drawn)	-3

The results go on:
molecule	hcGAS inh
Cc1nc(-c2cccc(NC(=O)C3CC3)c2)sc1-c1ccccc1	0
CCN(CC1CCOCC1)C(=O)CN1CCCCCC1=O	-4
CC(CC(=O)O)CC(=O)N1CCN(C)CC1 (stereo not drawn)	5
NC(=O)C1CCCN(C(=O)c2cn(Cc3ccccc3)nc2-c2cccs2)C1 (stereo not drawn)	-5
O=C(O)C1C(C(=O)O)[C@H]2C[C@@H]1C(Br)C2Br (stereo partly drawn)	-4
O=C(N[C@@H]1c2ccccc2C[C@@H]1O)c1ccc(-n2cnnc2)cc1	-7
COc1ccc(-c2ccccc2OCCn2ccnc2)cn1	-4
CCOc1ccc(NC(=O)c2cc(C)c(C)c(S(N)(=O)=O)c2)cc1OC	-14
O=C(Cc1cccc(O)c1)N1CCCC2(CCNC2)C1 (stereo not drawn)	-3
Cc1cccn2c(CNCCC3CCCN3C)c(C(=O)N3CCOCC3)nc12 (stereo not drawn)	-4
Cc1ncsc1CCN(C)C/C=C/c1ccco1	-4
Cc1nn(CN(C)C(c2ccccc2)c2ccccc2)c(=S)s1	-5
Cc1ccc(C)c(NS(=O)(=O)c2cc(C(=O)O)ccc2F)c1	5
O[C@H]1COC[C@@H]1N1CCCN(c2nccc(C3CCCC3)n2)CC1	-7
Cc1cccc(C(=O)Nc2cccc(N3CCC(C(N)=O)CC3)c2)c1	-3
Cc1cc(C)nc(N2CCCC(CCCO)C2)n1 (stereo not drawn)	-5
O=C1Cc2cc(S(=O)(=O)Nc3ccccc3C(=O)N3CCCC3)ccc2N1	-1
O=C(NC1CCCC1)C(O)(c1ccccc1)c1ccccc1	-8
COc1ccccc1NC(=O)Nc1ccnn1C1CCN(C(=O)c2cc(C)oc2C)CC1	2
CCOC(=O)c1cc(Cl)nc(Cl)c1C	-2

The list continues:
molecule	hcGAS inh
CCCC(C)C(=O)Nc1ccc(OC)cc1NC(=O)C(C)C (stereo not drawn)	1
CS(=O)(=O)c1ccc(S(=O)(=O)N2CCC(CO)(CCCc3ccccc3)CC2)cc1	-6
CCNc1ncc(C(=O)N[C@@H]2CC[C@@H](N)C2)cn1	-5
CCOc1ccc(-c2nc(-c3ccc4[nH]c(=O)oc4c3)cs2)cc1OC	-5
O=CC1=C2N=C(N3CCOCC3)c3ccccc3N2CCCC1	-2
Cc1cc(C2=NNC(=Nc3ccc(F)cc3F)SC2)c(C)n1C1CC1	-7
CCn1nc(CNC(=O)Cc2csc(C)n2)c2ccccc21	-4
Cc1nn(-c2ccccc2)c(C)c1Cc1n[nH]c(Cc2ccccc2)n1	-1
CC(NC(=O)CCC(=O)NC1CCCC1)c1ccccc1-n1cccn1 (stereo not drawn)	-3
CCc1c(C(=O)N2CCC3(CC2)CN(C)CCN3C)[nH]c2ccccc12	-6
CC(=O)Nc1ccc(CNC(=O)CNCc2sc(C)nc2C)cc1	-4
O=C(CCc1ccccc1Cl)N1CCC(CO)(CCc2ccccc2)CC1	-2
CCc1[nH]nc2c1C(c1ccc(C#CCCO)cc1)CC(=O)N2 (stereo not drawn)	-5
C#Cc1ccc(CN2CCC(N3CCC(C(=O)NCc4ccccn4)CC3)CC2)cc1	3
CC1=C(C(=O)N(Cc2cncs2)C2CC2)C(c2cccnc2)NC(=O)N1 (stereo not drawn)	-1
O=C(CC1C(=O)NCCN1Cc1cccc2ccccc12)NCCc1cccc(Cl)c1 (stereo not drawn)	-5
CCCc1nnc(NC(=O)CN2CCC(Oc3ncccn3)CC2)s1	-5
O=C(O)c1ccccc1CNC1CCCCCCC1	-2
CCC(CO)NCc1ccc(-c2ccc(F)c(Cl)c2)o1 (stereo not drawn)	-5
O=C(O)C#Cc1ccccc1Cl	-7
CCn1cncc1Cn1cnc(-c2ccccc2)c1-c1cccc(C)n1	-5
O=C(Nc1cnns1)c1cccc(CN2CCCC2c2nccs2)c1 (stereo not drawn)	-1
